Assay outcomes as filed in PubChem.
FUS suppressor – FUS proteinopathy suppression in yeast. S. cerevisiae FUS-expressing, growth rescue, OD600, 24 h. Potency, µM (series often up to 76.6 µM), inactives show top-dose growth rescue (activation), hits mostly activators. hit rate 0.24% among 390,000. AID 1347120;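 note: plate controls were DMSO vehicle for no effect and reference control for full effect; nearly all actives have a fitted effect of over 55% in size; some results filed as inactive show a strong effect at the top dose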
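FUS-expressing yeast, raffinose-pregrown, induced in 2% galactose minimal medium at OD 0.005; compounds in a dilution series, 24hr at 30C. Growth restoration read as absorbance at 600 nm. CP55940 positive control, DMSO negative.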
Abeta rescue – compounds reversing amyloid beta toxicity in yeast. yeast expressing A-beta42, growth rescue, OD600, 48 h; response scale: 0% DMSO, 100% iron-clioquinol control. Potency, µM (series often up to 46.1 µM), for the others: at the highest dose growth rescue, actives largely listed as activators. hit rate 0.063% among 410,000. AID 1347071; note: nearly all actives have a fitted effect of over 55% in size
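Growth rescue measured by 600 nm absorbance after 48 h yeast culture at 30 C with compound. Values normalized between DMSO and an equimolar ferric chloride plus clioquinol control.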
Numbers without * were called inactive; ? = inconclusive; [ ] = another dose, or the depositor's remark. Calls come from the whole dose curve; as a rule, active = well fitted activation curve with a large enough effect; inconclusive = small, poorly fitted or top-dose-only effect; inactive = no such curve, though single readings can be large or run the other way. Potency is the fitted concentration of half-maximal effect. The list is partial. The share of hits here may be higher or lower than overall.

SMILES	FUS suppressor	Abeta rescue
CCc1ccc(C2c3c(-c4ccccc4)n[nH]c3C(=O)N2c2ccc(C(=O)O)cc2)cc1 (stereo not drawn)	?	0%
Cc1ccc(C)n1-c1nnc(N2CCCC(C(=O)NCc3ccccc3)C2)s1 (stereo not drawn)	24%	-3%
CCOc1ccc(NC(=O)C(=O)NCCc2csc(-c3ccc(C)cc3)n2)cc1	-4%	-1%
COc1ccccc1CNc1nc(-c2ccco2)nn1S(C)(=O)=O	3%	-3%
CCOc1ccc(-n2c(=O)c3c(C)c(C(=O)N(C)C)sc3n(Cc3cc(C)ccc3C)c2=O)cc1	25%	-8%
O=C(c1cc(-c2ccc(Br)cc2)n[nH]1)N1CCN(S(=O)(=O)c2ccc(Br)cc2)CC1	-9%	-1%
Cc1ccc(Cn2ccn(Cc3ccccc3F)c(=O)c2=O)cc1	-4%	-9%
COc1ccccc1NC(=O)C1=C(C)Nc2c(C(=O)Nc3ccc(C)cc3)cnn2C1c1cccc(OC)c1OC (stereo not drawn)	-2%	-15%
Cc1ccc(NC2(c3ccccc3)C(=O)c3ccccc3C2=O)cc1F	-10%	20%
CN(C)c1ccc(CNC(=O)CCn2cccn2)cc1	-4%	-5%
Cn1nc(-c2ccccc2)c(-c2ccccc2)c(C(=O)Nc2ccccc2C(N)=O)c1=O	4%	-9%
CCCCc1nc2ccccc2n1CC(=O)N(COCC)c1c(C)cccc1CC	22%	5%
Cc1cc(N2CCN(C)CC2)nc2ccc(NC(=O)Nc3cccc(Cl)c3)cc12	-2%	-15%
COc1cc(CNc2ccc3c(c2)ncn3C(C)C)cc(OC)c1OC	12%	-4%
Cc1ccc(-n2c3nc(=O)n(C)c(=O)c-3cc3c(Cl)cccc32)c(C)c1	1%	-4%
Cc1c2cnn(CC(=O)NCc3ccc(F)cc3)c(=O)c2c(C)n1Cc1cccc(Cl)c1	-8%	-4%
CC(=O)N1CCCc2cc(S(=O)(=O)N3CCCC(C(=O)Nc4ccc(C)c(C)c4)C3)ccc21 (stereo not drawn)	9%	-11%
CCCCN(CCCC)CCNC(=O)Cn1nc(C)n2c(cc3sccc32)c1=O	-31%	-2%
Cc1ccc(Cn2c(CN3CCC(C(=O)NCc4cccnc4)CC3)cc3ccccc32)cc1	-12%	-4%
COc1cc(Cl)c(C)cc1NC(=O)c1cc2c(=O)oc3ccccc3c2s1	-27%	14%
CCOC(=O)c1cc(-c2ccccc2)n(CC(=O)Nc2ccc(CC)cc2)c1C	-3%	-12%
Cc1ccc(C)c(N2CCN(C(=O)c3cc4c(=O)n(Cc5ccco5)ccc4nc3C)CC2)c1	43%	7%
CCCN(CCC)C(=O)Cn1c(=O)n(-c2ccc(Cl)c(Cl)c2)c(=O)c2c(C)c(C(=O)N(C)C)sc21	2%	-11%
CCOc1ccc(NC(=O)C(CC)n2nc(-c3ccc(C)c(C)c3)ccc2=O)cc1 (stereo not drawn)	7%	23%
CCOc1ccccc1NC(=O)Cn1nnc2sc3c(c2c1=O)CCC(C(C)(C)C)C3 (stereo not drawn)	-6%	-10%

Next section:
SMILES	FUS suppressor	Abeta rescue
COc1cc(C(=O)Nc2cc(C)ccc2OCc2cc(=O)n3c(C)csc3n2)cc(OC)c1OC	17%	0%
COc1ccc2c(c1)c(=O)c(S(=O)(=O)c1ccc(F)cc1)cn2CC(=O)Nc1ccc(C)cc1C	-15%	3%
CCc1ccc(NC(=O)CSc2nc3c(oc4ccccc43)c(=O)n2-c2cccc(C)c2)cc1	49%	-8%
COc1ccccc1N1CCN(C(=O)c2ccc3c(c2)N(Cc2cc(C)ccc2C)C(=O)c2ccccc2S3(=O)=O)CC1	33%	0%
O=C(CSc1n[nH]c(-c2ccccc2)n1)NCCCc1ccccc1	11%	-7%
Cc1nnc(NC(=O)c2nc(SC(C)C)ncc2Cl)s1	3%	-32%[inhibitor]
CC(C)c1ccc(-c2nnc3n(CCc4ccccc4)c(=O)c4ccccc4n23)cc1	-11%	-2%
CCc1cccc(C)c1Nc1nn2c(=O)c3ccccc3nc2s1	27%	-7%
CCc1ccc(NC(=O)c2ccc(Cn3nc(N4CCN(c5ccccc5)CC4)ccc3=O)o2)cc1	?	-11%
COc1ccc(C(=O)NCC(c2ccco2)S(=O)(=O)c2ccccc2)cc1 (stereo not drawn)	11%	-11%
CC1CCN(C(=O)Cn2cc(SCC(=O)Nc3ccccc3)c3ccccc32)CC1	0%	-17%
COc1ccccc1N1CCN(c2ncnc3c2cnn3C)CC1	8%	12%
CC(=O)c1cccc(NCc2ccccc2-c2nnc(-c3ccccc3)o2)c1	11%	-5%
COc1ccc(-c2cc(C(=O)NCc3ccc(F)cc3)no2)cc1	-17%	-13%
Cc1nn(-c2ccccc2)c(OC(=O)c2ccc(Cl)cc2)c1S(=O)(=O)c1ccccc1	-2%	-4%
Cc1cccc(C(=O)NCC(=O)OCc2cc(=O)n3nc(CC(C)C)sc3n2)c1	-1%	-19%
Cc1nc(N2CCCC2)ncc1C(=O)NCc1ccc(Cl)cc1	-3%	-10%
Cc1noc(Cn2c(=O)c3ccccc3n(CC(=O)Nc3ccc(Cl)cc3)c2=O)n1	1%	-7%
COc1ccc(N(CC(=O)Nc2ccc(C)c(C)c2)S(=O)(=O)c2ccc(C)cc2)cc1OC	1%	1%
Cc1ccc(NC(=O)Cn2cc(S(=O)(=O)c3ccccc3)c(=O)c3cc4c(cc32)OCO4)cc1	3%	-10%
CCCCNc1nc(Oc2ccc(=O)n(C)n2)nc(N2CCOCC2)n1	1%	-4%
CC(=O)c1ccc(NC(=O)c2nc(-c3ccccc3)n(-c3ccc(Cl)cc3)n2)cc1	8%	-13%
O=C(c1ccc2c(c1)CCN2S(=O)(=O)c1ccc(Cl)cc1)N1CCN(c2ccc(F)cc2)CC1	?	-13%
Cc1c(NC(=O)Nc2ccc(F)c(Cl)c2)c(=O)n(-c2ccccc2)n1C	11%	-16%
N#Cc1nc(-c2ccc(COc3ccc(Cl)cc3)o2)oc1N1CCN(c2ccccc2)CC1	-17%	-11%

Some of these compounds in order of formula weight, low to high:
SMILES	FUS suppressor	Abeta rescue
CN(C)c1ccc(CNC(=O)CCn2cccn2)cc1	-4%	-5%
Cc1noc(Cn2c(=O)c3ccccc3n(CC(=O)Nc3ccc(Cl)cc3)c2=O)n1	1%	-7%
Cc1nn(-c2ccccc2)c(OC(=O)c2ccc(Cl)cc2)c1S(=O)(=O)c1ccccc1	-2%	-4%

(cont.)
SMILES	FUS suppressor	Abeta rescue
CCOc1ccccc1NC(=O)c1ccc2c(Cl)c3c(nc2c1)CCC3	-16%	-13%
Cc1ccc(C(=O)CSc2ncc3c(n2)-c2ccccc2N(Cc2ccc(Cl)cc2)S3(=O)=O)cc1	-3%	-13%
COc1ccc(N2CCN(S(=O)(=O)c3ccc(F)c(C(=O)Nc4ccccc4Cl)c3)CC2)cc1	28%	2%
COc1ccccc1Nc1c2c(nc3ccc(NC(=O)c4ccc(OC)c(OC)c4)cc13)CCCC2	34%	-17%
CCc1ccc(C(=O)c2cn(CC(=O)NCc3ccc(C)cc3)c3nc(C)ccc3c2=O)cc1	-16%	-8%
CCC(=O)N1CCc2cc(Br)cc(S(=O)(=O)CCC(=O)NCc3cccc(OC)c3)c21	-13%	2%
O=c1[nH]c2ccc(NCc3ccc(-c4ccccc4F)o3)cc2[nH]1	-13%	-14%
CCc1ccc(Cn2c(CNS(=O)(=O)c3ccc(C)c(C)c3)nc3cccnc32)cc1	14%	2%
COC(=O)c1ccccc1NC(=O)Cc1nc(-c2ccc(OC)cc2)no1	14%	-12%
CCOc1ccc(C2C(=O)N(C3CCCCC3)CC(=O)N2C2CCCC2)cc1OC (stereo not drawn)	27%	7%
COc1ccc(C(=O)c2cn(CC(=O)Nc3cc(OC)cc(OC)c3)c3ccc(OC)cc3c2=O)cc1	3%	6%
Cc1cccc(C(=O)Nc2ccc(OCc3cc(=O)n4c5c(sc4n3)CCCC5)cc2)c1	-8%	9%
CCOc1ccc(NC(=O)Cn2nc3c(cc2=O)CC(C)CC3)cc1 (stereo not drawn)	4%	-4%
COc1ccc(N(C(=O)COc2ccc(Br)cc2)S(=O)(=O)c2ccc(C)cc2)cc1	-1%	-9%
Cc1ccccc1C(=O)N1CCC(c2nc3ccccc3s2)CC1	15%	-9%
O=c1c2cc3c(cc2n(Cc2cccc(Cl)c2)c(=O)n1Cc1nc(-c2ccccc2)no1)OCO3	-19%	2%
CCn1c(NCc2cccc(Cl)c2)nc2ccccc21	-5%	-16%
Cc1c(C(=O)NCc2ccc(Cl)cc2)sc2nc3n(c(=O)c12)CCCCC3	42%	-31%[inhibitor]
Cc1ccccc1CNC(=O)c1oc2c(c1C)-c1nn(Cc3ccc(Cl)cc3)cc1CC2	?	-9%
CSc1nc(=O)c2c(n1C)NC(=O)CC2c1cc(F)cc(F)c1 (stereo not drawn)	-16%	-8%
Cc1ccccc1C(=O)N1CCC(C(=O)Nc2ccc(F)cc2F)CC1	-8%	-5%
CCOc1cccc(C(=O)Nc2ccc(S(=O)(=O)N(Cc3ccccc3)c3ccccc3)cc2)c1	38%	-13%
COc1cc(-c2ccno2)ccc1S(=O)(=O)N1CCN(c2ccccc2F)CC1	33%	-2%
CCn1nnc2cc(C(=O)Nc3ccc(C)c(Cl)c3)ccc21	-19%	-10%
Cc1cc(C)c2c(CC(=O)N(Cc3ccc(Cl)cc3)Cc3ccco3)coc2c1	27%	-6%

Going on with the list:
SMILES	FUS suppressor	Abeta rescue
Cc1ccc(C2c3c(-c4ccccc4O)n[nH]c3C(=O)N2CCCO)cc1 (stereo not drawn)	6%	-22%
O=C(Nc1cnc(N2CCC(N3CCCCC3)CC2)c(C(=O)O)c1)c1ccc(Br)cc1	8%	-2%
Cc1noc(Cn2c(=O)c3cc4c(cc3n(CC(=O)Nc3ccc(C(C)C)cc3)c2=O)OCO4)n1	-2%	-3%
CC1(C)N=C(SCc2ccc(F)cc2)c2ccccc2N1	0%	18%
Cc1cccc(CNC(=O)c2ccc(C)c(-n3c(C)nc4cccnc43)c2)c1	11%	-9%
Cc1cccc(NC(=O)Cn2c(=O)c3cccn3c3ccccc32)c1C	-7%	-3%

Reprinted from above, 5 compounds:
SMILES	FUS suppressor	Abeta rescue
CCn1nnc2cc(C(=O)Nc3ccc(C)c(Cl)c3)ccc21	-19%	-10%
Cc1cc(C)c2c(CC(=O)N(Cc3ccc(Cl)cc3)Cc3ccco3)coc2c1	27%	-6%
Cc1ccc(C2c3c(-c4ccccc4O)n[nH]c3C(=O)N2CCCO)cc1 (stereo not drawn)	6%	-22%
O=C(Nc1cnc(N2CCC(N3CCCCC3)CC2)c(C(=O)O)c1)c1ccc(Br)cc1	8%	-2%
Cc1noc(Cn2c(=O)c3cc4c(cc3n(CC(=O)Nc3ccc(C(C)C)cc3)c2=O)OCO4)n1	-2%	-3%
